From PubChem
RXFP1 ag – qHTS Assay for Agonists of the Relaxin Receptor RXFP1. Potency, µM (titrated, usually from 57.5 µM), for inactives: top-dose activation, hits mostly activators. Relaxin receptor 1 (Homo sapiens), Q9HBX9. HEK293T-RXFP1 cAMP TR-FRET, 30 min; response scale: percent of porcine relaxin response, buffer zero. actives 0.3% (n = 370,000). AID 2676, 2010; further: potency means the concentration at half of the fitted maximal effect; on the % scale 0 is the no-effect control and ±100 the full control effect; nearly all actives have a fitted effect of over 60% in size; many of its hits are not listed in these tables
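HEK293T cells stably expressing RXFP1 were pretreated with the PDE4 inhibitor Ro 20174, exposed to compounds for 30 min at 37C, lysed, and cAMP was read by TR-FRET. Data normalized to buffer (basal) and 29 nM porcine relaxin (100%).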
PI4K2A block – qHTS for small molecular inhibitors of PI4K2A. actives 0.13% (n = 420,000). activity change, negative = inhibition, % at 76.9 µM. purified PI4K2A, ADP-Glo luminescence, 1 h; hits give low values; in the data active means activity change below about -50%; inconclusive means mostly about -30% to -49%;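 further: -100% = wells without enzyme as full effect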
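ADP-Glo luminescence measured ADP generated by PI4K2A enzyme (4 ug/mL before mixing) with 1.2 mM PI substrate (pre-mix) and 300 microM ATP (pre-mix). Tris pH7.5 buffer with MgCl2, Triton X-100; 1 h reaction at ambient temperature.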
GRP78 ERSR act – qHTS for Inducers of the Endoplasmic Reticulum Stress Response (ERSR) in Human Glioma: qHTS | U87-MG GRP78 promoter luciferase reporter, 16 h | Potency, µM, for inactives: top-dose activation, hits mostly activators | actives 0.02% (n = 420,000); further: potency means the concentration at half of the fitted maximal effect; series mostly up to about 76 µM; % of control where 0% means no effect; nearly all actives have a fitted effect of over 35% in size
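ERSR induction read as luciferase luminescence (Bright-Glo, 10 min at room temperature) in stably transfected human U87-MG glioma cells exposed to compounds for 16 h, using GRP78 as sensor.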
IDH1 R132H inh – qHTS for Inhibitors of mutant isocitrate dehydrogenase 1 (IDH1): qHTS; Isocitrate dehydrogenase [NADP] cytoplasmic (Homo sapiens), O75874; actives 0.093% (n = 390,000); AID 602179, 2012; IDH1-R132H enzyme, NADPH consumption, diaphorase/resazurin fluorescence; Potency, µM (top dose mostly 76.6 µM), for the others: top-dose activity change, negative = inhibition, usual class: inhibitors; further: potency means the concentration at half of the fitted maximal effect; on the % scale 0 is the no-effect control and ±100 the full control effect; nearly all actives have a fitted effect of over 65% in size
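IDH1-R132H (0.5 ug/mL dispensed) in pH 7.5 Tris buffer was preincubated 30 min with compound, then given a substrate mix of 0.016 mM NADPH and 2 mM alpha-KG for 80 min at room temperature; remaining NADPH was read by diaphorase/resazurin fluorescence.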
Vif-APOBEC3F blk – qHTS for Inhibitors of Vif-A3F Interactions: qHTS. HeLa A3F-eYFP + Vif (tagged APOBEC3F with the HIV-1 protein that degrades it), YFP fluorescence increase. Potency, µM (top dose mostly 46.1 µM), without a hit: at the highest dose activity, negative = active. actives 0.2% (n = 390,000). AID 602313, 2012; further: potency means the concentration at half of the fitted maximal effect; % of control where 0% means no effect; nearly all actives have a fitted effect of over 65% in size
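Fluorescence increase (Ex 488/Em 500-530) after overnight compound treatment at 37 deg C flags inhibition of Vif-driven A3F-eYFP loss in stable HeLa A3F-eYFP/Vif cells seeded overnight beforehand.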
TrxR1 substrate – qHTS Assay for Substrates of Mammalian Selenoprotein Thioredoxin Reductase 1 (TrxR1): qHTS | Thioredoxin reductase 1, cytoplasmic (Rattus norvegicus), O89049 | AID 588456, 2011 | Potency, µM (top dose mostly 114 µM), inactives show top-dose activity change, negative = substrate turnover | actives 0.01% (n = 390,000) | purified TrxR1 substrate turnover, NADPH consumption readout; further: potency means the concentration at half of the fitted maximal effect; on the % scale 0 is the no-effect control and ±100 the full control effect; nearly all actives have a fitted effect of over 50% in size
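Rat TrxR1, dispensed at 90 nM, was prereduced with 400 uM NADPH (final) for 5 min at ~22 deg C, then incubated with compound 15 min before 400 uM selenite. A first-read NADPH fluorescence drop versus no-compound background flagged substrates.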
Vif-APOBEC3G blk – qHTS for Inhibitors of Vif-A3G Interactions: qHTS; actives 0.076% (n = 410,000); Potency, µM (top dose mostly 46.1 µM), for inactives: at the highest dose activity, negative = active, actives largely listed as inhibitors; HeLa A3G-eYFP + Vif (tagged APOBEC3G with the HIV-1 protein that degrades it), YFP fluorescence, overnight;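 further: potency means the concentration at half of the fitted maximal effect; on the % scale 0 is the no-effect control and ±100 the full control effect; nearly all actives have a fitted effect of over 60% in size; hits raise eYFP signal because A3G escapes Vif-driven loss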
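HeLa cells stably expressing Vif and C-terminally eYFP-tagged A3G, seeded overnight at 37 deg C, then exposed to compound by pintool overnight at 37 deg C. Rise in yellow fluorescence (Ex 488/Em 500-530, Acumen) marks blocked Vif-driven A3G degradation.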
LDHA inh – qHTS assay for inhibitors of human lactate dehydrogenase; purified LDHA, NADH/diaphorase-resazurin fluorescence; hits give low values; activity change, % (values are at about 110 or 230 µM); actives 0.15% (n = 480,000); in the data active means activity change below about -30%; inconclusive means mostly about -25% to -30%;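 further: plate controls were DMSO wells for no effect and wells without enzyme for full effect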
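LDH5 2 nM; NADH 0.06 mM, pyruvate 0.2 mM; 200 mM Tris pH 7.4, EDTA, Tween-20; 5 min RT. Detection: diaphorase 0.133 mg/mL + resazurin 37 µM, fluorescence ex540/em590 at 0 and 20 min; normalized to enzyme-free and DMSO wells.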
USP1 inh – Inhibitors of USP1/UAF1: Primary Screen | Ubiquitin carboxyl-terminal hydrolase 1 (Homo sapiens), O94782 | recombinant USP1/UAF1, Ub-Rhodamine cleavage fluorescence | Potency, µM (titrated, usually from 57.1 µM), without a hit: at the top dose activity change, negative = inhibition, hits mostly inhibitors | actives 0.23% (n = 390,000); further: potency means the concentration at half of the fitted maximal effect; on the % scale 0 is the no-effect control and ±100 the full control effect; nearly all actives have a fitted effect of over 60% in size; inactives centre near -12
Target sequence (O94782 whole entry, looked up): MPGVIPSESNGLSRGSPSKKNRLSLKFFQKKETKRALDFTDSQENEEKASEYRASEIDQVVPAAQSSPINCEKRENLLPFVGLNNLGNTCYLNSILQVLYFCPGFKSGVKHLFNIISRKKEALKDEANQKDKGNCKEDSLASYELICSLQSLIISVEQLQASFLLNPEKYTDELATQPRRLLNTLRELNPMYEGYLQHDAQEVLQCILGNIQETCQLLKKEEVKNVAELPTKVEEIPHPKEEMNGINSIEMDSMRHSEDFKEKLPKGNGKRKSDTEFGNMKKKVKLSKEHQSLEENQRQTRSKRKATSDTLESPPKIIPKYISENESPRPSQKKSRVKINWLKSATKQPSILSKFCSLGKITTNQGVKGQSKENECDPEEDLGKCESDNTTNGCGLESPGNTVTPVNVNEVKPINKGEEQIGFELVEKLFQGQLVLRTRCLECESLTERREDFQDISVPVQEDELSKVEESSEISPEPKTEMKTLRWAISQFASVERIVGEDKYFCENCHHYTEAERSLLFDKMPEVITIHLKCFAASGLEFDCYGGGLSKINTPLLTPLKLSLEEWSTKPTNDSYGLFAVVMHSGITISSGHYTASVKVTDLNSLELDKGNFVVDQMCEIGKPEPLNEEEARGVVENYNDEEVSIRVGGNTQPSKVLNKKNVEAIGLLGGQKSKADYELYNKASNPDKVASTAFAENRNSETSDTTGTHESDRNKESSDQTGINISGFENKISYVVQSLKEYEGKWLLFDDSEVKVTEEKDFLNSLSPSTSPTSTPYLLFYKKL
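USP1/UAF1 complex at 1 nM was preincubated with compound for 15 min at room temperature, then Ub-Rho substrate (150nM final) was added. Fluorescence (480/540 nm) was read kinetically, 6 reads every 60 seconds.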
The depositor's hits bear a star; u = inconclusive; x = not tested or not shown; & = joins results of further samples; [ ] = remark or other dose. Unless noted, the call rests on the fitted dose curve; in most records, active means well fitted curve in the direction sought with a large enough effect; inconclusive means small, poorly fitted or top-dose-only effect, or another doubt; inactive means no such curve, though single readings can be large; an effect the other way counts as inactive or inconclusive.

SMILES	RXFP1 ag	PI4K2A block	GRP78 ERSR act	IDH1 R132H inh	Vif-APOBEC3F blk	TrxR1 substrate	Vif-APOBEC3G blk	LDHA inh	USP1 inh
Cc1ccc2c(C)nc(Nc3nc(CSc4nc5ccccc5s4)cc(=O)[nH]3)nc2c1	x	1	-6%	3%	6%	1%	0%	-5	-12%
Cc1ccc(NC(=O)CN(C)S(=O)(=O)c2cnc[nH]2)cc1C	3.9%	3	0%	3%	1%	-2%	1%	-4	-26%
N#Cc1c(-n2ncnc2-c2ccc(F)cc2)sc2c1CCCCC2	-0.7%	1	-2%	0%	5%	-1%	0%	-4	u
CCCNC(=O)C1(C)CCCN(C(=O)c2oc3ccccc3c2C)C1 (stereo not drawn)	x	-1	2%	x	x	x	-6%	-4	x
C=CCn1c(SCC(=O)Nc2ccc3c(c2)OCO3)nnc1-c1ccccc1O	-0.8%	1	-1%	3%	1%	1%	-1%	6	-15%
C/C(=N\NC(=O)c1c(C)nc2ccccn12)c1ccc(O)cc1O	14%	2	-1%	0%	-6%	6%	2%	-1	-29%
COC(=O)Cc1[nH]nc2c1C(C1C=CCCC1)C(C#N)=C(N)O2 (stereo not drawn)	1.3%	-1	-13%	1%	-1%	-1%	-8%	-5	-28%
C[C@H]1CN([C@@H](C)CO)C(=O)CCCn2cc(nn2)CO[C@@H]1CN(C)C(=O)Nc1cccc(F)c1	x	-4	4%	0%	-1%	x	3%	3	-5%
c1ccc2sc(C3CCN(Cc4nnnn4Cc4ccc5c(c4)OCO5)CC3)nc2c1	0.8%	6	-3%	-4%	3%	-9%	1%	-10	-25%
CC1(C)N=C(C(=O)c2ccccc2)N(O)C1(C)O (stereo not drawn)	-0.4%	-1	0%	-4%	0%	1%	-1%	1	5%
O=C(Nc1nc(-c2cccs2)c(-c2cccs2)s1)C1CCCC1	0.3%	2	-1%	5%	-13%	-10%	-16%	-3	-16%
c1ccc(N(c2ccccc2)c2nc(-n3ccnc3)nc(-n3ccnc3)n2)cc1	0.4%	1	u	u	-13%	-9%	-6%	-5	-4%
C=CCSC(CC)(CC)C(N)=O	-1.2%	1	-4%	-3%	4%	1%	0%	-5	-9%
CCC(C)(C)NC(=O)C(c1cccc(OC)c1OC)N(CCOC)C(=O)CCC(=O)Nc1cc(C)on1 (stereo not drawn)	-2.5%	4	-3%	3%	-8%	-2%	0%	-8	-17%
CCOC(=O)CSc1nnc(CNC(=O)c2cccs2)n1-c1cc(OC)ccc1OC	1.1%	2	-5%	3%	-7%	-3%	0%	-6	-10%
O=C(CSc1ccc(Cl)cc1)N1CCN(c2ccc(Cl)cc2[N+](=O)[O-])CC1	1.7%	1	-1%	1%	-1%	7%	4%	-7	-27%
COc1cc(NC(=O)Nc2nnc(N3CCCCCC3)s2)cc(OC)c1	1.2%	-2	-2%	-10%	2%	0%	-4%	-2	-23%
COc1ccc(NC(=O)CCNC(=O)c2ccco2)c(OC)c1	0.2%	-3	0%	3%	-1%	4%	-3%	-2	-16%
CC1(C)CC(=O)C(N=Nc2ccc(-c3ccccc3)cc2)=C(O)C1	0.9%	-7	2%	-4%	0%	-9%	1%	-5	1%
O=C(c1cc2ccccc2[nH]1)N1CCOCC1	0.2%	-4	0%	0%	6%	-2%	-3%	-8	-21%
CCCC(=O)Nc1ccccc1Sc1ncnc2scc(-c3ccccc3)c12	1.1%	3	-7%	-3%	3%	-6%	-5%	-2	-12%
COc1ccccc1CNCc1ccc2c(c1)OCO2	x	-1	-3%	5%	-7%	x	-3%	1	u
N#C/C(=C/c1ccccc1Cl)c1nc(-c2cc3ccccc3oc2=O)cs1	-0.5%	2	x	x	x	-2%	x	0	-13%
Cc1ccc(C)c(NC(=O)CCN2CC(C)OC(C)C2)c1 (stereo not drawn)	1.0%	-1	0%	7%	-1%	-10%	1%	-6	-14%
C/C(=N\NC(=O)c1nnn(-c2nonc2N)c1C(C)C)c1cc(C)sc1C	1.5%	1	-4%	30%[activator]	1%	-10%	-1%	-6	-18%
Next section.
SMILES	RXFP1 ag	PI4K2A block	GRP78 ERSR act	IDH1 R132H inh	Vif-APOBEC3F blk	TrxR1 substrate	Vif-APOBEC3G blk	LDHA inh	USP1 inh
S=C(NCc1ccccc1)NN1CCOCC1	-1.2%	8	-6%	3%	-9%	-2%	6%	-4	-13%
O=S(=O)(CCNCc1ccco1)NCc1ccccc1	x	0	1%	-6%	11%	1%	1%	-3	-9%
CCc1ccc(C(=O)C(C)OC(=O)Cc2n[nH]c(=O)c3ccccc23)cc1 (stereo not drawn)	1.1%	1	4%	-2%	2%	1%	-26%	-2&4	-5%
CSc1nnc2c(n1)OC(c1ccsc1)N(C(C)=O)c1ccccc1-2 (stereo not drawn)	15%	11	-7%	0%	-10%	-14%	2%	-4	2%
Clc1ccccc1Cc1noc(CN2CCSCC2)n1	-2.0%	-19	1%	1%	0%	9%	0%	-5	-9%
CCC(=O)N(CCC1(c2ccccc2OC)CCOC(C(C)C)C1)Cc1ccco1 (stereo not drawn)	2.4%	1	-2%	u	-18%	-9%	-6%	8	-20%
S=C(NNC(=S)Nc1ccccc1)Nc1ccccc1	2.0%	-10	1%	-6%	-19%	-1%[57.1 µM]	8%	-3	-23%
CN(c1ccccc1)S(=O)(=O)c1ccc(C(=O)N2CCN(c3ccccc3F)CC2)cc1	x	-1	-3%	-5%	6%	-3%	5%	-4	-22%
O=C(Nc1c(C(=O)O)[nH]c2ccccc12)NC1CCCCC1	2.3%	2	1%	3%	4%	67%[activator][57.1 µM]	-2%	-4	2%
CCC[C@@H]1CCCO[C@@](C(=O)NCCN2CCOCC2)(C(F)(F)F)C1	x	2	-1%&-4%	-3%	0%	11%&0%	-4%&-3%	-5	-27%
OCC[C@@H]1C[C@H](O)[C@@H](O)[C@@]2(OCc3cc(C(F)(F)F)ccc32)O1	x	1	0%	-6%	2%	x	2%	2	-29%
COCCn1c(SCC(=O)NC2CC2)nnc1-c1ccc(Cl)cc1	-0.2%	1	-3%	1%	12%	4%	2%	0	-20%
COc1cc(C(O)c2nc(-c3cccc(C(C)C)c3)cs2)ccc1F (stereo not drawn)	x	-2	-5%	x	x	x	-3%	2	x
COc1cccc(C(=O)COC(=O)C2CC3CCCC(C2)C3=O)c1 (stereo not drawn)	0.1%	-3	-4%	2%	5%	-2%	1%	-1	-4%
Cc1ccc(/C([O-])=C(/C(=S)NCc2ccco2)[n+]2ccccc2)cc1[N+](=O)[O-]	1.0%	-24	0%	0%	-4%	2%	-2%	23	-16%
COc1ccc(CNC(=O)c2cnc3sc(N4CCC(C)CC4)nn3c2=O)c(OC)c1	-0.8%	4	-1%	23%	-10%	1%[57.1 µM]	0%	1	-23%
O=C(c1cnn(-c2ccc(F)cc2)c1-n1cccc1)N1CCN(c2ccc(F)cc2)CC1	1.4%	-3	1%	0%	7%	4%	4%	-6	-19%
COc1ccc(C(=O)N2CC3(C)CC2CC(C)(C)C3)cc1 (stereo not drawn)	1.6%	2	-5%	2%	-9%	-5%	1%	1	-8%
CCOc1ccccc1NC(=S)N(Cc1cc2ccc(C)cc2[nH]c1=O)CC1CCCN1CC (stereo not drawn)	-1.4%	0	-4%	2%	1%	7%[57.1 µM]	-1%	-9	-21%
Cc1ccc(SCC(=O)NC(=O)c2ccccc2Br)c(C)c1	x	-1	-2%	4%	-3%	-6%	0%	-2	-20%
S=C(NCC1CCCO1)NC1CC1 (stereo not drawn)	1.6%	-1	-2%	-13%	-7%	-3%	8%	-12	-3%
CN1CCN(C(=O)C(=O)c2cn(CC(=O)N3CCCCCC3)c3ccccc23)CC1	x	5	-3%	0%	-1%	x	-5%	-3	u
COc1ccc(C(=O)NCC23C=CC(O2)C2C(=O)N(Cc4ccccc4)C(=O)C23)cc1 (stereo not drawn)	1.3%	2	-5%	3%	-2%	-1%	9%	-6	-25%
CCCCOc1ccc(C(=O)N/N=C/c2cn[nH]c2-c2ccc(OC)c(OC)c2)cc1	0.4%	-2	-3%	2%	6%	-5%[57.1 µM]	-5%	-8	-15%
COc1ccccc1Nc1nc(N)nc(CN2CCN(c3ccccc3F)CC2)n1	0.3%	3	-5%	-6%	-18%	-2%[57.1 µM]	2%	-7	-6%
CC(=O)Nc1ccc(C(=O)NNC(=O)c2cccc(C)c2)cc1	-0.7%	0	1%	4%	1%	5%[57.1 µM]	-1%	1	-19%
COc1ccc(C)cc1NC(=S)NN1CCN(C)CC1	0.2%	0	-1%	-8%	-4%	2%[57.1 µM]	4%	-7	1%

The list is partial; the hit share may differ from the screen's.
